Screens: PubChem BioAssay, National Center for Advancing Translational Sciences (NCATS)
D2 PAM: positive allosteric modulators of human D2 dopamine receptor | HEK293 T-REx D2, calcium flux, EC20 dopamine potentiation | 0.34% of 340,000 active | P14416 | potentiation, % at 10 µM;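 active = potentiation over 3 SD above the plate norm, cut at about 30% in these data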; note: 0% is about no effect
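Potentiation of an EC20 dopamine calcium response is measured in a force-coupled, tetracycline-inducible Hek293 Trex D2 line. Compound-only kinetic reads over 180 s flag agonists before dopamine addition.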
D2 antagonist: D2 dopamine receptor (human) antagonism. AID 485344. inhibition, % at 10 µM. P14416. HEK293 TREx D2 cells, calcium flux, dopamine EC80. 2% of 340,000 active; in the data active = inhibition above about 30%; note: 0% is about no effect
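HEK293 T-REx D2 cells, tet-induced, calcium dye no-wash. Cpd pintool add, 180 s kinetic, then EC80 DA, 180 s kinetic. Ca flux read.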
TRHR PAM: TRH receptor (human) allosteric enhancement; AID 493056; enhancement, % at 2 µM; P34981; TRHR cells, fluo-8 calcium fluorescence, EC20 TRH enhancement; 0.66% of 360,000 active; in the data active = enhancement above about 30%; note: 0% is about no effect
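TRHR-expressing cells loaded with fluo-8 calcium dye were read kinetically (ex 480/em 530) during compound addition, then stimulated with an EC20 of TRH (10 nM final). Enhancement of the Gq-mediated intracellular calcium response was scored.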
D2 agonist: agonists of human D2 dopamine receptor; activation, % at 2 µM; HEK293 T-REx D2 cells, calcium flux agonist mode; 0.53% of 340,000 active; P14416;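 active = activation over 3 SD above normal in the single-dose calcium agonist read, cut at about 30% in these data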; note: 0% is about no effect
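HEK293 Trex D2 cells, tetracycline-induced, o/n 30 C 5% CO2; no-wash Ca dye, RT 30–90 min; 10-cycle baseline, 23 nl cpd added, kinetic Ca read 180 s; agonist hits = positive Ca response.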
RXFP1 antag: antagonists of human relaxin receptor RXFP1 | HEK293-RXFP1, relaxin-stimulated cAMP HTRF, 30 min; stronger effect = lower value | AID 1259400 | activity change, negative = inhibition, % at 57.5 µM | Q9HBX9 | 0.59% of 350,000 active;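 active = activity change of -60% or lower, but not beyond a set lower limit; inconclusive = change between -60% and -40%, or beyond the set limit; inactive = change above -40%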; note: % is set by controls: 0 for no effect and ±100 for the full control effect
Target sequence (Q9HBX9 whole entry, looked up): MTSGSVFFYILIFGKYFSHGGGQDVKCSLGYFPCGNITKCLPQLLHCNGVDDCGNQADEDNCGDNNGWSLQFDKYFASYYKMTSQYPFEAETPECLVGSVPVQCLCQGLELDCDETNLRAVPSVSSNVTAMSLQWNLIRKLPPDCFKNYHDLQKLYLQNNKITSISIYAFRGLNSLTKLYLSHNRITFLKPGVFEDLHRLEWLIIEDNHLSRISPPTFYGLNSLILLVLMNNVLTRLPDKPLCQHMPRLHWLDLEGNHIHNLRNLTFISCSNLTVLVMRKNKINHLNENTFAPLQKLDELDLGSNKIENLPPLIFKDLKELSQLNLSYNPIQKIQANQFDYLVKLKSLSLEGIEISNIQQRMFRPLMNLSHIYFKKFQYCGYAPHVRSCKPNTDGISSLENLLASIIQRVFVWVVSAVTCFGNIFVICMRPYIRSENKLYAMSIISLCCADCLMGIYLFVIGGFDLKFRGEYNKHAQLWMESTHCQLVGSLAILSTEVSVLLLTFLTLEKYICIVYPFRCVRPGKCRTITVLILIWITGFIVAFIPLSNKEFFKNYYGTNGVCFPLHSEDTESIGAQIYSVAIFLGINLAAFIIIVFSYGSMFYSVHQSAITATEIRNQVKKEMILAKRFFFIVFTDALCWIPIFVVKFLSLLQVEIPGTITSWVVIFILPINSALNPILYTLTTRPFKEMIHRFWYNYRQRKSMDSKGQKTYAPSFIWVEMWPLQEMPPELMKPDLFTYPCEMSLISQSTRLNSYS
RXFP1 ag: RXFP1 (human) receptor agonism | Q9HBX9 | HEK293T-RXFP1 cAMP TR-FRET, 30 min; response scale: percent of porcine relaxin response, buffer zero | Potency, µM (titrated, usually from 57.5 µM), for the others: at the top dose activation, most hits filed as activators | 0.3% of 370,000 active | AID 2676; active = well fitted activation curve with a large enough effect; inconclusive = small, poorly fitted or top-dose-only effect; note: potency is the fitted concentration of half-maximal effect; % is set by controls: 0 for no effect and ±100 for the full control effect; nearly all actives have a fitted effect of over 60% in size; many of its hits are not listed in these tables
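HEK293T cells stably expressing RXFP1 were pretreated with the PDE4 inhibitor Ro 20174, exposed to compounds for 30 min at 37C, lysed, and cAMP was read by TR-FRET. Data normalized to buffer (basal) and 29 nM porcine relaxin (100%).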
D1 agonist: agonists of human D1 dopamine receptor; HEK293 T-REx D1 cells, calcium flux, agonist mode; activation, % at 2 µM; 1% of 360,000 active; in the data active = activation above about 30%; note: 0% is about no effect
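Inducible HEK293 T-REx D1 cells, force-coupled to calcium signalling, were plated at 4000 cells/well with tetracycline and held overnight at 30 C. After no-wash calcium dye loading, compound-evoked calcium rise over 180 s flagged agonists.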
D1 potentiator: human D1 dopamine receptor positive modulation. P21728. HEK293 TREx D1 cells, calcium flux, dopamine EC20 potentiation. potentiation, % at 10 µM. 0.036% of 360,000 active; in the data active = potentiation above about 30%; note: 0% is about no effect
D1 antagonist: blocks dopamine activation of the human D1 receptor; P21728; 3.2% of 360,000 active; activity change, negative = inhibition, % at 10 µM; HEK293 TREx D1 cells, calcium flux, dopamine EC80; stronger effect = lower value; in the data active = activity change below about -30%; note: % is set by controls: 0 for no effect and ±100 for the full control effect
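Tetracycline-induced HEK293 Trex D1 cells, force-coupled to calcium, dye-loaded; compounds added and read 180 s, then EC80 dopamine added and calcium flux tracked kinetically another 180 s.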
* marks the source's active call; other numbers are inactive results; u = inconclusive; x = not tested or not shown. An excerpt; rates above refer to the full screens.

Structure	D2 PAM	D2 antagonist	TRHR PAM	D2 agonist	RXFP1 antag	RXFP1 ag	D1 agonist	D1 potentiator	D1 antagonist
CN(CCCNC(=O)c1ccc(/C=N/O)nc1)CCCN(C)Cc1ccccc1	-9	6	-3	0.5	4	1.9%	3	-5	-5
Oc1ccc(N=Cc2ccc(-c3cccs3)s2)cc1	8	-1	-6	0.0	u	-0.3%	1	-6	-11
O=C(c1cc(-c2ccco2)nc2ccccc12)N1CCN(Cc2ccccc2)CC1	-5	-22	1	4.4	13	2.2%	2	-10	2
CC1Cc2ccccc2N1C(=O)COC(=O)c1n[nH]c(=O)c2ccccc12 (configuration not stated)	-10	-7	7	-0.3	-1	0.4%	-1	-2	16
CCCN1CCN(C(=O)Cn2ncc3c([nH]c4ccc(C)cc43)c2=O)CC1	-14	-4	-13	0.2	37	-0.1%	8	0	-3
COc1ccc(NC(=O)Cc2c(SC)c3ccccc3n2Cc2ccccc2)cc1	17	-9	-8	0.9	5	0.3%	0	1	-22
CNC(=O)c1cc(S(=O)(=O)N2CC(C)OC(C)C2)ccc1N1CCCCC1 (configuration not stated)	-2	9	41*	1.7	1	0.0%	3	-2	0
O=C(O)[C@H]1CCC(=O)N1Cc1ccco1	-1	-14	0	0.5	5	-0.7%	2	-6	-9
CCOC(=O)C1(Cc2ccccc2)CCCN(C(=O)c2ccc(-n3ccnc3)cc2)C1 (configuration not stated)	-4	-34	-1	-0.9	3	3.8%	2	16	-1
COC(=O)c1sccc1NC(=S)Nc1cc(C)cc(C)c1	-17	-2	0	2.5	-13	1.1%	3	2	-2
Cc1ccc(NC(=O)CNCc2cccs2)cc1Br	-18	3	3	-1.1	-3	-1.8%	0	-1	9
O=C(Nc1nnc(C2=COCCO2)o1)c1ccc(S(=O)(=O)N2CCCCC2)cc1	3	-1	-8	-0.4	0	3.5%	1	-3	-12
O=C(COc1cccc(NC(=O)c2ccccc2)c1)c1ccccc1	4	8	-7	-0.2	-4	0.6%	3	3	3
Cc1ccc(Nc2nc(C(=O)NCCCN3CCOCC3)cs2)cc1	-15	-4	-3	0.1	1	-1.2%	-1	-5	-1
CNC(=O)c1ccc(-n2cccn2)nc1	1	5	3	1.2	-1	0.3%	2	-2	13
Cc1ccccc1-n1nnnc1SCc1cc(=O)n2ccsc2n1	3	-27	-3	-0.4	0	14%	24	8	-8
Cn1cc(-c2cccc(Cl)c2)cc(C#N)c1=O	6	-10	1	1.1	5	4.6%	0	-2	2
C=CCNC(=O)c1ccc(CSc2nc3ccccc3s2)cc1	1	0	5	1.3	8	2.3%	1	7	-1
CC1(C)CC2CC(C)(CN2C(=S)Nc2ccccc2F)C1 (configuration not stated)	4	7	2	0.2	0	-0.9%	2	-3	16
Cc1cc(C)n(C(=O)COc2ccccc2[N+](=O)[O-])n1	3	2	5	0.3	6	-1.8%	2	-3	3
Cc1ccc(C(=O)NCCn2cc(SCC(=O)Nc3nnc(C)s3)c3ccccc32)cc1	x	x	2	x	2	-0.4%	-1	x	-7
Cc1ccc(NC(=O)CSCC(=O)N(C)CC(=O)Nc2cccc(F)c2)cc1	0	3	-1	-0.6	9	0.7%	11	-1	-2
COc1ccc(NC(=O)CSC2=Nc3ccccc3N=C(c3ccc(F)cc3)C2)cc1OC	-8	x	2	-0.1	x	1.9%	1	-1	-12
CCCS(=O)(=O)N1CCCC(C(=O)N2CCCCC2)C1 (configuration not stated)	3	-8	0	1.1	1	1.2%	2	-14	-3
COc1cccc(NC(=O)CCc2nnc3ccc(N4CCN(c5cccc(OC)c5)CC4)nn23)c1	10	-19	2	-2.3	-24	16%	1	6	-6
Cc1ccc(C(=O)Nc2ccc(N3CCCC3)cc2)c(C)c1	12	-8	-1	0.9	-8	-1.5%	2	8	-2
COCCCN1C(=O)c2ccc(C(=O)OCC(=O)N3CCN(c4ccccc4)CC3)cc2C1=O	5	4	1	-0.2	3	0.4%	3	0	1
CCc1ccc(S(=O)(=O)c2cn(C)c3cc(N4CCOCC4)c(F)cc3c2=O)cc1	x	x	26	-0.1	-8	4.9%	-1	-1	5
O=C(Nc1ccccc1)c1cccc(N2C(=O)C3C4C=CC(C5CC45)C3C2=O)c1 (configuration not stated)	0	32*	0	1.0	4	0.2%	10	4	-38*
COc1ccc(NC(=S)Nc2ccccc2Cl)cn1	1	41*	0	-0.5	11	-0.4%	2	0	-5
CN(CC(N)=O)S(=O)(=O)c1ccc(F)cc1	6	3	-4	-0.1	-3	0.6%	2	-3	-5
COc1cc(CCC(=O)Nc2ccncc2Cl)cc(OC)c1OC	12	12	-3	0.2	-7	-0.4%	5	-2	1
Cc1ccsc1/C=N/NC(=O)Cc1cccn1C	-26	-1	3	1.3	4	0.2%	2	-1	1
O=C(O)c1cc(S(=O)(=O)O)ccc1O	0	42*	-4	0.3	-5	-0.4%	5	-4	11
CCOC(=O)CNNC(=O)Nc1ccc(Cl)c(Cl)c1	4	-9	1	-5.3	-6	7.1%	5	4	-5
COc1cc(NC(=O)COC(=O)c2cnccn2)c(C)cc1[N+](=O)[O-]	-4	-4	-2	-0.2	5	-1.2%	2	-1	10
O=C(Cn1nc(-c2ccccc2Cl)ccc1=O)Nc1ccccc1-c1ccccc1	15	-5	2	-0.2	-23	0.4%	2	-2	-19
COc1ccc(S(=O)(=O)N2CCN(C(=O)NCc3ccc(OC)c(OC)c3)CC2)cc1	-4	-19	-1	-0.7	0	0.4%	2	-11	-11
CC(C)C1Cc2c(C#N)c(N)n(C)c(=S)c2CO1 (configuration not stated)	2	-4	-7	1.2	8	1.8%	2	1	4
CSc1ncccc1C(=O)OCC(=O)NC(C)(C)C	-5	28	-1	7.5	2	4.9%	2	-3	-20
Cc1cccc(COCC(Cc2ccccc2)N2CCN(C(=O)c3cc(Cl)cc(Cl)c3)CCC2=O)c1 (configuration not stated)	-2	-1	-5	-3.1	x	1.9%	4	-3	3
CC(C)c1nc2sc3c(=O)[nH]cnc3c2c2c1CCC2	22	19	21	2.4	-6	21%	1	3	-15
O=C(Cc1ccc(Br)cc1)N1CCOCC1	-2	8	10	-1.9	5	1.6%	6	5	18
CNC(=O)CN1C(=O)NC2(CCc3ccccc32)C1=O (configuration not stated)	5	-4	1	-0.1	-5	1.5%	1	-4	5
CCCCN(CC)CCCNC(=O)c1cc2c(=O)oc3ccc(C)cc3c2s1	-1	x	0	x	x	-0.3%	-1	-2	4
CC1CCN(c2ccc(C(=O)Nc3nnc(C4CC4)s3)cc2[N+](=O)[O-])CC1	5	0	3	0.2	-4	1.0%	-1	-5	2
COc1ccc(/C=N/NC(=O)C2(O)c3ccccc3-c3ccccc32)cc1	2	-3	-3	6.2	x	-0.6%	5	1	14
O=C(CSC1=NC2(CCCCCC2)N=C1c1ccccc1)Nc1ccc2c(c1)OCCO2	1	-11	0	-1.2	x	-0.6%	0	-1	-5
CCOC(=O)CSCC(NC(=O)OC(C)(C)C)C(=O)OCC (configuration not stated)	-4	-17	-10	-0.5	-6	0.8%	5	-8	-2
CCCOc1ncnc2c1[nH]c1ccc(C)cc12	8	-6	3	0.2	-10	1.0%	10	-6	-27

Next section:
Structure	D2 PAM	D2 antagonist	TRHR PAM	D2 agonist	RXFP1 antag	RXFP1 ag	D1 agonist	D1 potentiator	D1 antagonist
O=C(c1cc2c([nH]c1=O)CCCC2)N1CCc2c([nH]c3ccccc23)C1c1ccccc1F (configuration not stated)	-4	-5	4	-2.1	-12	1.3%	1	0	-4
COc1ccc(N(CC(=O)N2CCOCC2)S(C)(=O)=O)cc1	3	12	-3	0.0	4	-2.0%	1	-4	2
Cc1c(C(=O)NNC(=O)Nc2ccc([N+](=O)[O-])cc2)oc2ccccc12	-4	-18	2	0.4	-19	0.9%	3	0	-15
CCc1ccc(S(=O)(=O)N/N=C\c2ccc([N+](=O)[O-])o2)cc1	11	-3	50*	0.6	0	-2.6%	4	1	-3
Cc1nnc(NC(=O)C(C)Sc2nnc(CCNC(=O)c3ccccc3F)n2C)s1 (configuration not stated)	1	-17	11	0.0	-7	5.4%	0	-5	-2
O=[N+]([O-])c1ccccc1-c1ccc(/C=N/n2cnnc2)o1	-2	0	1	0.5	-16	-4.7%	1	-3	-7
CC1=C(C(=O)NCc2ccccc2)C(c2cccnc2)n2ncnc2N1 (configuration not stated)	9	9	-1	-0.3	-3	1.7%	3	-2	10
CC(C)N(C)C1CCN(S(=O)(=O)c2ccc3[nH]c(=O)ccc3c2)CC1	-4	x	-1	x	x	1.8%	1	-4	6
Cc1c(OC(C)C(=O)NCC(O)c2ccccc2)ccc2c3c(c(=O)oc12)CCC3 (configuration not stated)	20	13	14	-0.2	-5	-0.2%	14	-2	1
Cc1occc1C(=O)/C(C#N)=C/c1ccc(O)c(Br)c1	x	x	8	x	2	2.7%	45*	x	-16

Of the compounds above, two have a COOH group:
Structure	D2 PAM	D2 antagonist	TRHR PAM	D2 agonist	RXFP1 antag	RXFP1 ag	D1 agonist	D1 potentiator	D1 antagonist
O=C(O)[C@H]1CCC(=O)N1Cc1ccco1	-1	-14	0	0.5	5	-0.7%	2	-6	-9
O=C(O)c1cc(S(=O)(=O)O)ccc1O	0	42*	-4	0.3	-5	-0.4%	5	-4	11

(next part)
Structure	D2 PAM	D2 antagonist	TRHR PAM	D2 agonist	RXFP1 antag	RXFP1 ag	D1 agonist	D1 potentiator	D1 antagonist
Cn1nccc1NC(=O)COCC(=O)O	-4	13	-1	0.5	-6	0.1%	3	0	14
CC(C)c1ccc(N2CC(C)(C)C2=O)cc1	2	-4	1	5.3	-5	-0.6%	7	-8	-18
COc1cccc(NC(=O)Cn2c(=O)n(CCC(=O)NC3CCN(Cc4ccccc4)CC3)c(=O)c3ccccc32)c1	17	1	7	-0.4	15	3.7%	1	1	0
O=C(O)C1CCCCN1S(=O)(=O)c1cccc2nsnc12 (configuration not stated)	5	-2	3	0.8	-9	-2.0%	0	-10	1
CCOC(=O)c1cnn(-c2ccc(C(=O)Nc3ccc(C(C)=O)cc3)cc2)c1N	12	x	-3	0.9	1	0.9%	1	0	15

Sorted by value in D1 potentiator (lowest first): 3 of the compounds above
SMILES | D2 PAM | D2 antagonist | TRHR PAM | RXFP1 antag | D1 agonist | D1 potentiator | D1 antagonist
CCOC(=O)CSCC(NC(=O)OC(C)(C)C)C(=O)OCC (configuration not stated) | -4 | -17 | -10 | -6 | 5 | -8 | -2
COc1ccc(N(CC(=O)N2CCOCC2)S(C)(=O)=O)cc1 | 3 | 12 | -3 | 4 | 1 | -4 | 2
Cc1cccc(COCC(Cc2ccccc2)N2CCN(C(=O)c3cc(Cl)cc(Cl)c3)CCC2=O)c1 (configuration not stated) | -2 | -1 | -5 | x | 4 | -3 | 3
